Screening results (PubChem BioAssay)
Pol iota inh: qHTS for Inhibitors of Polymerase Iota; DNA polymerase iota (Homo sapiens), Q9UNA4; Pol iota fluorescent replication assay, 10 min; Potency, µM (titrated, usually from 115 µM), for inactives: at the top dose activity, negative = inhibition, most hits filed as inhibitors; 1% of 390,000 active
Target sequence (Q9UNA4 whole entry, looked up): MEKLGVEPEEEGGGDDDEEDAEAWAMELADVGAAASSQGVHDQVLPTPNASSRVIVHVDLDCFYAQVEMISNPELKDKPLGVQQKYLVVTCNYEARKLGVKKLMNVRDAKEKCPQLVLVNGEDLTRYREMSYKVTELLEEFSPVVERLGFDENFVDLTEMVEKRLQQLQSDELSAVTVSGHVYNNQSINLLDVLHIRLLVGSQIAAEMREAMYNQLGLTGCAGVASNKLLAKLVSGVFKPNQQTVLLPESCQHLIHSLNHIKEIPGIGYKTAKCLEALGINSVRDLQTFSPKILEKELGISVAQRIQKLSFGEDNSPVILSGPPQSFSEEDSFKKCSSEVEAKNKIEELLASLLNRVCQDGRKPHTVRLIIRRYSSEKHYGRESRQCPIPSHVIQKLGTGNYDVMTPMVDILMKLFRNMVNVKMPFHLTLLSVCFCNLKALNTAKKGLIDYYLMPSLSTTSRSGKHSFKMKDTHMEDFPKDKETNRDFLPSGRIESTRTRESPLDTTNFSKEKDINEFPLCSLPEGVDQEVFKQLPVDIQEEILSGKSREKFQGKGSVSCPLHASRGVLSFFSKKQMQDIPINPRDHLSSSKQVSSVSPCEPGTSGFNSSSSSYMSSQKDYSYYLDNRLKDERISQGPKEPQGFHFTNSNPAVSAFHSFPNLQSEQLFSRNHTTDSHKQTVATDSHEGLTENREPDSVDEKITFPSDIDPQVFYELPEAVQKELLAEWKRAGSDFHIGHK
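Pol iota at 10 nM preincubated 15 min with compounds at room temperature; reaction started with fluorescent substrate, 50 nM final. Fluorescence read kinetically at 0 and 10 min; buffer-only wells as negative control.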
APE1 inh: qHTS Assay for Inhibitors of the Human Apurinic/apyrimidinic Endonuclease 1 (APE1) | DNA repair nuclease/redox regulator APEX1 (Homo sapiens), P27695 | recombinant APE1, TAMRA/BHQ-2 abasic DNA cleavage fluorescence | Potency, µM (titrated, usually from 65.8 µM), without a hit: top-dose activity change, negative = inhibition, hits mostly inhibitors | 0.35% of 350,000 active;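 further: plate controls were vehicle for no effect and reference inhibitor for full effect; nearly all actives have a fitted effect of over 55% in size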
Target sequence (P27695 whole entry, looked up): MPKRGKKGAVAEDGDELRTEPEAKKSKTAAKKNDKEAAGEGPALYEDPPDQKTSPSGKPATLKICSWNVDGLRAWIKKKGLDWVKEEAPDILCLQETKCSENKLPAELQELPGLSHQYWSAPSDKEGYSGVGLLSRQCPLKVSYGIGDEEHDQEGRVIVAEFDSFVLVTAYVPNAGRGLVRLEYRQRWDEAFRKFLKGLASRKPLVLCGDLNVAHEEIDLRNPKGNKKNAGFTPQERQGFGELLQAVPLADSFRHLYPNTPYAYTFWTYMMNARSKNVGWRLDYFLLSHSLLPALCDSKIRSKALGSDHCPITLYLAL
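Readout is kinetic fluorescence (ex 525, em 598 nm) from cleavage of 50 nM TAMRA/BHQ-2 THF abasic duplex by 0.75 nM APE1, compound added 15 min beforehand at RT.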
JMJD2A Tudor inh: qHTS Assay for Inhibitors of JMJD2A-Tudor Domain | Lysine-specific demethylase 4A (Homo sapiens), O75164 | AlphaScreen JMJD2A-Tudor / H3K4me3 peptide binding | Potency, µM (highest dose often 114 µM), for inactives: at the highest dose activity change, negative = inhibition, most hits filed as inhibitors | 4.4% of 390,000 active; further: on the % scale 0 is the no-effect control and ±100 the full control effect; nearly all actives have a fitted effect of over 50% in size
BLM helicase inh: qHTS Assay for Inhibitors of Bloom's syndrome helicase (BLM); AID 2528, 2010; 0.2% of 350,000 active; recombinant BLM DNA unwinding, fluorescence dequenching; Potency, µM (highest dose often 56.1 µM), without a hit: at the top dose activity change, negative = inhibition, most hits filed as inhibitors;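 further: plate controls were vehicle for no effect and no enzyme for full effect; nearly all actives have a fitted effect of over 35% in size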
POLB inh: qHTS Assay for Inhibitors of DNA Polymerase Beta; P06746; Pol beta primer extension/strand displacement, fluorescence kinetic; Potency, µM (top dose mostly 114 µM), for the others: at the top dose activity change, negative = inhibition, actives largely listed as inhibitors; 1.3% of 340,000 active; AID 485314, 2010; further: on the % scale 0 is the no-effect control and ±100 the full control effect
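Pol beta (10 nM) was preincubated with compound for 15 min at room temperature. The reaction was then started with 50 nM substrate and read immediately and after a further 10 min at room temperature.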
POLK inh: qHTS for Inhibitors of Polymerase Kappa; Potency, µM (titrated, usually from 107 µM), without a hit: at the top dose activity, negative = inhibition, usual class: inhibitors; AID 588579, 2011; purified Pol kappa, fluorescent DNA synthesis assay, 10 min; DNA polymerase kappa (Homo sapiens), Q9UBT6; 0.53% of 400,000 active; further: on the % scale 0 is the no-effect control and ±100 the full control effect
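10 nM Pol kappa preincubated 15 min at room temperature with compounds, then reaction started with substrate at 50 nM final. Fluorescence read kinetically at 0 and 10 min; buffer-only wells served as negative control.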
POLH inh: qHTS for Inhibitors of Polymerase Eta | DNA polymerase eta (Homo sapiens), Q9Y253 | recombinant Pol eta, fluorescent DNA replication assay | Potency, µM (series often up to 114 µM), without a hit: top-dose activity change, negative = inhibition, usual class: inhibitors | 1.2% of 390,000 active; further: on the % scale 0 is the no-effect control and ±100 the full control effect
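Fluorescent replication assay: 50 nM final substrate added after a 15 min room-temperature compound preincubation with 10 nM enzyme. Signal taken at 0 min and again at 10 min.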
G9a inh: qHTS Assay for Inhibitors of Histone Lysine Methyltransferase G9a. G9a H3K9 monomethylation, AlphaScreen, 2 h. Potency, µM (series often up to 102 µM), for inactives: top-dose activity, negative = inhibition, most hits filed as inhibitors. 8.8% of 350,000 active. AID 504332, 2011; further: on the % scale 0 is the no-effect control and ±100 the full control effect; nearly all actives have a fitted effect of over 75% in size
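G9a (20 nM) preincubated 15 min RT with compounds, then 500 nM biotinylated H3K9 peptide and 20 uM SAM added; 2 h RT reaction. Monomethyl-H3K9 product detected by AlphaScreen with anti-H3K9me1 antibody, streptavidin donor and anti-rabbit IgG acceptor beads.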
BAZ2B inh: qHTS Assay for Inhibitors of BAZ2B | Potency, µM (highest dose often 114 µM), for inactives: top-dose activity change, negative = inhibition, usual class: inhibitors | AlphaScreen BAZ2B-H3K14Ac peptide displacement | Bromodomain adjacent to zinc finger domain protein 2B (Homo sapiens), Q9UIF8 | AID 504333, 2011 | 4.4% of 360,000 active; further: on the % scale 0 is the no-effect control and ±100 the full control effect; nearly all actives have a fitted effect of over 60% in size
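Complex of BAZ2B and biotin-H3K14Ac (50 nM apiece) forms over 30 min at RT, then faces library compounds up to 110 uM for another 30 min; AlphaScreen beads added, 20 min dark incubation, luminescence read.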
* = called active by the depositor; [ ] = dose if it differs, or a comment. The call rests on the fitted dose curve; in most records, active means well fitted curve in the direction sought with a large enough effect; inconclusive means small, poorly fitted or top-dose-only effect, or another doubt; inactive means no such curve, though single readings can be large; an effect the other way counts as inactive or inconclusive. Potency means the concentration at half of the fitted maximal effect. Not all compounds are listed, so the mix of outcomes need not match the whole.

What do the screens show for `CCn1c2ccccc2c2cc(NC(=O)COc3cc(C)c(Cl)c(C)c3)ccc21`?
Pol iota inh: 5%; JMJD2A Tudor inh: -9%; BLM helicase inh: -5%; POLB inh: 20%; POLK inh: -7%; POLH inh: -1%; G9a inh: -23%[59 µM]; BAZ2B inh: 3%

How did Cc1ccc(S(=O)(=O)N(CCC(=O)NCC(c2ccccc2)N(C)C)c2ccccc2)cc1 (stereo not given) do in these assays?
Pol iota inh: 1%; JMJD2A Tudor inh: -9%; POLK inh: 1%; POLH inh: -18%

What do the screens show for `O=C(NNc1ncccc1Cl)c1c(Cl)cccc1Cl`?
Pol iota inh: 198%[activator]; APE1 inh: -4%; JMJD2A Tudor inh: -17%; BLM helicase inh: -1%; POLB inh: 96%; POLK inh: 0%; POLH inh: -16%; G9a inh: 11%; BAZ2B inh: 2%

Results for CCN(CC)C(=O)CSc1nc(N)c2c3c(sc2n1)CC(C)CC3 (stereo not given) ?
Pol iota inh: 17%; APE1 inh: 0%; JMJD2A Tudor inh: -27%; BLM helicase inh: -11%; POLB inh: 4%; POLK inh: -6%; POLH inh: -9%; G9a inh: -51%[59 µM]; BAZ2B inh: -35%

Results for COc1ccccc1N(CC(=O)NCc1ccccc1)C(=O)CCC(=O)Nc1nccs1 ?
Pol iota inh: 7%; APE1 inh: 12%; JMJD2A Tudor inh: -19%; BLM helicase inh: 0%; POLB inh: 10%; POLK inh: 2%; POLH inh: -17%; G9a inh: 14%; BAZ2B inh: 8%

How did CN(C)C(CNC(=O)C1CCN(S(=O)(=O)c2ccc(Cl)cc2)CC1)c1ccccc1 (stereo not given) do in these assays?
Pol iota inh: 28%; APE1 inh: 8%; JMJD2A Tudor inh: -16%; BLM helicase inh: -9%; POLB inh: 32%; POLK inh: -2%; POLH inh: -6%; G9a inh: 18%; BAZ2B inh: 3%

What do the screens show for `COc1ccc(S(=O)(=O)Nc2cccc3c2O[C@@H](CN(C)Cc2ccc(C(=O)O)cc2)[C@@H](C)CN([C@H](C)CO)C3=O)cc1`?
Pol iota inh: -26%; APE1 inh: 8%; JMJD2A Tudor inh: 3%; POLK inh: 7%; POLH inh: -16%

What do the screens show for `CC(O)c1c(OCc2ccccc2)ncnc1OCc1ccccc1` (stereo not given)?
Pol iota inh: -5%; APE1 inh: -10%; JMJD2A Tudor inh: 30%; BLM helicase inh: -16%; POLB inh: 10%; POLK inh: -12%; POLH inh: -11%; G9a inh: 52%[activator][59 µM]; BAZ2B inh: 54%[activator]

Results for COc1ccc(S(=O)(=O)Nc2cccnc2)cc1OC ?
Pol iota inh: 37%[activator]; APE1 inh: 17%; JMJD2A Tudor inh: -16%; BLM helicase inh: -1%; POLB inh: 9%; POLK inh: -1%; POLH inh: -8%; G9a inh: 2%; BAZ2B inh: -3%

Results for COc1ccccc1NC1=C(Cl)C(=O)N(C2CCCCC2)C1=O ?
Pol iota inh: -21%; APE1 inh: -2%; JMJD2A Tudor inh: inconclusive; BLM helicase inh: -8%; POLB inh: -24%; POLK inh: -4%; POLH inh: -13%; G9a inh: 45µM*; BAZ2B inh: inconclusive

Results for CCOc1ccccc1CNC(=O)C1CCN(c2nn3cc(-c4ccc(F)cc4)nc3s2)CC1 ?
Pol iota inh: -5%; JMJD2A Tudor inh: -10%; BLM helicase inh: -2%; POLB inh: -3%; POLK inh: -16%; POLH inh: -8%; G9a inh: -8%[59 µM]; BAZ2B inh: 2%

How did COc1ccc(-c2[nH]c3ccccc3c2SCCNC(=O)c2cc3ccccc3oc2=O)cc1 do in these assays?
Pol iota inh: 2%; APE1 inh: -3%; JMJD2A Tudor inh: -33%; BLM helicase inh: -5%; POLB inh: 0%; POLK inh: -12%; POLH inh: -6%; G9a inh: inconclusive; BAZ2B inh: -35%

Results for O=C(Nc1nnc(-c2ccc3c(c2)CCCC3)o1)c1ccccc1 ?
Pol iota inh: 12%; APE1 inh: -5%; JMJD2A Tudor inh: -16%; BLM helicase inh: -8%; POLB inh: 4%; POLK inh: -8%; POLH inh: -21%; G9a inh: -3%[59 µM]; BAZ2B inh: 10%

How did O=C(NCCc1csc2nc(-c3ccccc3F)nn12)c1ccccc1C(F)(F)F do in these assays?
Pol iota inh: 10%; JMJD2A Tudor inh: -1%; BLM helicase inh: 0%; POLB inh: 0%; POLK inh: -2%[60.1 µM]; POLH inh: -14%; G9a inh: 4%[59 µM]; BAZ2B inh: -1%

How did Cc1ccc(C2/C(=C(/O)c3ccc(OC(C)C)cc3)C(=O)C(=O)N2CCN2CCOCC2)cc1 (stereo not given) do in these assays?
Pol iota inh: 13%; APE1 inh: 4%; JMJD2A Tudor inh: -22%; BLM helicase inh: -8%; POLB inh: 1%; POLK inh: -10%; POLH inh: -7%; G9a inh: inconclusive; BAZ2B inh: inconclusive

Results for O=C(Nc1ccc(N2CCN(C(=O)c3ccc(Cl)cc3)CC2)cc1)c1ccc([N+](=O)[O-])o1 ?
Pol iota inh: 25%; APE1 inh: -1%; JMJD2A Tudor inh: -2%; BLM helicase inh: -11%; POLB inh: inconclusive; POLK inh: 10%; POLH inh: -6%; G9a inh: 21%[12.7 µM]; BAZ2B inh: -34%

How did Cc1cc(OCC(=O)N2CCN(c3ncccn3)CC2)ccc1Cl do in these assays?
Pol iota inh: 17%; APE1 inh: 19%; JMJD2A Tudor inh: 1%; BLM helicase inh: -3%; POLB inh: 26%; POLK inh: -2%; POLH inh: -8%; G9a inh: 24%; BAZ2B inh: -3%

How did CCCN(CCC)CCNC(=O)C1(O)c2ccccc2NC(=O)N1c1cccc(OC)c1 (stereo not given) do in these assays?
Pol iota inh: 6%; APE1 inh: 45%; JMJD2A Tudor inh: -21%; BLM helicase inh: -2%; POLB inh: -9%; POLK inh: -14%; POLH inh: -8%; G9a inh: -4%; BAZ2B inh: -15%

How did COc1cc(NC(=O)c2cccc([N+](=O)[O-])c2)ccc1NC(=O)c1ccco1 do in these assays?
Pol iota inh: 11%; APE1 inh: 33%[activator]; JMJD2A Tudor inh: -5%; BLM helicase inh: -14%; POLB inh: 2%; POLK inh: -13%; POLH inh: -5%; G9a inh: 2%; BAZ2B inh: 8%

How did Cc1ccc(CNC(=O)c2nc(SCc3cccc(C)c3)ncc2Cl)cc1 do in these assays?
Pol iota inh: 13%; JMJD2A Tudor inh: -1%; BLM helicase inh: -1%; POLB inh: 2%; POLK inh: -8%; POLH inh: -14%; G9a inh: 3%[59 µM]; BAZ2B inh: 3%

What do the screens show for `Cc1ccc(SCc2nc(-c3ccccn3)no2)cc1`?
Pol iota inh: -10%; APE1 inh: -4%; JMJD2A Tudor inh: 23%; BLM helicase inh: -1%; POLB inh: 21%; POLK inh: -10%; POLH inh: -15%; G9a inh: 12%[12.7 µM]; BAZ2B inh: 4%

Results for COc1ccc(S(=O)(=O)NCc2csc(C)n2)cc1OC ?
Pol iota inh: 15%; APE1 inh: 23%; JMJD2A Tudor inh: 12%; BLM helicase inh: -6%; POLB inh: 36%; POLK inh: 2%; POLH inh: -10%; G9a inh: 11%; BAZ2B inh: 6%

How did CC1(C)CC2CC(C)(CN2C(=O)COC(=O)c2cccc(O)c2)C1 (stereo not given) do in these assays?
Pol iota inh: -15%; APE1 inh: 20%; JMJD2A Tudor inh: -23%; POLK inh: -13%; POLH inh: -15%; G9a inh: 19%[59 µM]; BAZ2B inh: 9%

What do the screens show for `COc1ccc(NC(=O)COC(=O)Cc2coc3cc(OC)ccc23)c(OC)c1`?
Pol iota inh: 93%[activator]; APE1 inh: 12%; JMJD2A Tudor inh: -18%; POLK inh: -18%; POLH inh: -25%

3 entries drawn at random from the list so far:
Results for CCN(CC)C(=O)CSc1nc(N)c2c3c(sc2n1)CC(C)CC3 (stereo not given) ?
Pol iota inh: 17%; APE1 inh: 0%; JMJD2A Tudor inh: -27%; BLM helicase inh: -11%; POLB inh: 4%; POLK inh: -6%; POLH inh: -9%; G9a inh: -51%[59 µM]; BAZ2B inh: -35%

How did CN(C)C(CNC(=O)C1CCN(S(=O)(=O)c2ccc(Cl)cc2)CC1)c1ccccc1 (stereo not given) do in these assays?
Pol iota inh: 28%; APE1 inh: 8%; JMJD2A Tudor inh: -16%; BLM helicase inh: -9%; POLB inh: 32%; POLK inh: -2%; POLH inh: -6%; G9a inh: 18%; BAZ2B inh: 3%

How did CCCN(CCC)CCNC(=O)C1(O)c2ccccc2NC(=O)N1c1cccc(OC)c1 (stereo not given) do in these assays?
Pol iota inh: 6%; APE1 inh: 45%; JMJD2A Tudor inh: -21%; BLM helicase inh: -2%; POLB inh: -9%; POLK inh: -14%; POLH inh: -8%; G9a inh: -4%; BAZ2B inh: -15%

(further entries)
How did COc1cccc2sc(N(CCCN(C)C)C(=O)c3sc4ccccc4c3Cl)nc12 do in these assays?
Pol iota inh: -6%; APE1 inh: 2%; JMJD2A Tudor inh: inconclusive; BLM helicase inh: 42%[activator]; POLB inh: 5%; POLK inh: -1%; POLH inh: -15%; G9a inh: inconclusive; BAZ2B inh: inconclusive

How did CCc1nnc(NC(=O)CCC(=O)NCCc2ccccc2)s1 do in these assays?
Pol iota inh: -9%; APE1 inh: 17%; JMJD2A Tudor inh: -3%; BLM helicase inh: -1%; POLB inh: 6%; POLK inh: 8%; POLH inh: -11%; G9a inh: 7%; BAZ2B inh: -6%[57.1 µM]

How did COc1ccccc1C(=O)NNC(=O)c1ccc(Br)cc1 do in these assays?
Pol iota inh: 54%[activator]; APE1 inh: 0%; JMJD2A Tudor inh: -22%; BLM helicase inh: 0%; POLB inh: 21%; POLK inh: 2%; POLH inh: -15%; BAZ2B inh: 12%

Results for CC1(c2nnc(-c3cccc(Cl)c3)o2)CC(c2c(Cl)cccc2Cl)=NO1 (stereo not given) ?
Pol iota inh: -5%; JMJD2A Tudor inh: 17%; POLK inh: 10%; POLH inh: -14%

Results for COc1cc(OC)cc(C(=O)N[C@H](C(=O)NNC(=O)c2ccc(Br)cc2)C(C)C)c1 ?
Pol iota inh: 21%; APE1 inh: -13%; JMJD2A Tudor inh: -12%; POLK inh: -2%; POLH inh: -10%
